# Yfh1-depleted yeast: enhancers of respiration in Yfh1-depleted yeast, dose response, Friedreich's ataxia, plus single-dose screen (AID 1465); S. cerevisiae Yfh1-off respiration, WST-1 reduction, 72 h; higher fold induction means a stronger effect; actives 0.074% (n = 220,000); fold induction at 50 µM; hits with a dose series show EC50 in µM;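 active = fold induction of absorbance versus untreated yeast above a set limit, then at least 30% activation at any dose in follow-up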;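 note: activators that raise dye reduction in frataxin-depleted yeast; strong numbers were not always called active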
# SIAH1 antagonists: Siah-1 peptide-binding antagonists, primary screen, biochemical, fluorescence polarization, rhodamine-plectin, uHTS (AID 1817); Siah-1 / rhodamine-plectin peptide fluorescence polarization; higher % means a stronger effect; actives 0.02% (n = 290,000); E3 ubiquitin-protein ligase SIAH1 (Homo sapiens); displacement, % at 20 µM, or IC50 in µM where a hit was titrated;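 active = displacement of at least 50% at 20 µM, with a fluorescence ratio check between 0.3 and a set limit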;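 note: plate controls were Siah plus tracer with DMSO for no effect and tracer alone without Siah for full effect; strong numbers were not always called active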
# West Nile antiviral: West Nile virus antiviral activity, cell-based, CPE readout (AID 1621); actives 0.02% (n = 290,000); one-dose CPE inhibition, % at 10 µM; IC50 in µM for titrated hits; West Nile virus-infected cells, CPE inhibition; higher % means a stronger effect; in the data active = a potency from the dose series; note: strong numbers were not always called active
# M1AAP inhibition: P. falciparum M1AAP inhibitors, biochemical, fluorogenic H-Leu-NHMec substrate, 1536-well (AID 1445). inhibition, % at 30 µM, or IC50 in µM where a hit was titrated. recombinant M1AAP, H-Leu-NHMec fluorogenic kinetic assay; higher % means a stronger effect. actives 0.42% (n = 220,000). Aminopeptidase N (Plasmodium falciparum (isolate 3D7));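 active = primary inhibition above the hit cutoff, then over 50% inhibition at one or more dose response concentrations, cut at about 23% in these data, passing the limit was not always enough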;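 note: plate controls were DMSO full reaction for no effect and no enzyme background for full effect; strong numbers were not always called active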
# P. falciparum M17LAP: P. falciparum M17LAP inhibitors, primary screen, biochemical, fluorogenic H-Leu-NHMec substrate, 1536-well (AID 1619) | Leucine aminopeptidase (Plasmodium falciparum (isolate 3D7)) | recombinant M17LAP, H-Leu-NHMec fluorogenic kinetic assay; higher % means a stronger effect | inhibition, % at 30 µM; hits with a dose series show IC50 in µM | actives 0.38% (n = 220,000);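 active = compound inhibiting the enzyme by more than half at any dose during confirmatory dose-response retesting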;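 note: plate controls were full reaction with DMSO carrier for no effect and no enzyme background for full effect; strong numbers were not always called active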
# human PMI inhibitors: human PMI inhibitors, high substrate, primary screen, biochemical, fluorescence intensity, high mannose 6-phosphate (AID 1220). actives 0.66% (n = 190,000). one-dose inhibition, % at 20 µM; IC50 in µM for titrated hits. Mannose-6-phosphate isomerase (Homo sapiens). recombinant PMI enzyme, coupled fluorescence intensity; higher % means a stronger effect; in the data active = inhibition above about 50%
# ER stress rescue: rescue of cells from ER stress-induced death, primary screen, 384-well, CSM14.1, thapsigargin, ATP luminescence (AID 1222); CSM14.1 thapsigargin-induced death rescue, ATP luminescence; higher % means a stronger effect; one-dose cellular ATP content (survival), % at 20 µM; EC50 in µM for titrated hits; 190,000 tested, under 10 active;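 active = EC50 below 50 µM in the dose-response confirmation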;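 note: death triggered by thapsigargin at about 15 µM added after 2 h compound pretreatment; cell ATP read after overnight thapsigargin exposure of roughly 18 to 22 hours; normalized against plate controls of thapsigargin alone and 5% DMSO vehicle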
# XIAP antagonists: XIAP antagonists, biochemical, IAP family, fluorescence polarization (AID 1018) | E3 ubiquitin-protein ligase XIAP (Homo sapiens) | XIAP BIR domain, fluorescence polarization peptide displacement; higher % means a stronger effect | displacement, % at 20 µM, or IC50 in µM where a hit was titrated | actives 0.007% (n = 200,000); in the data active = displacement above about 50%; note: a part of the inactive calls stands beside numbers as strong as those of hits
# PhoP inhibition: inhibitors of PhoP regulon expression, primary screen, Salmonella Typhimurium, GFP reporter (AID 1863). actives 0.16% (n = 300,000). S. Typhimurium PhoP-regulated promoter GFP reporter, 4 h; higher % means a stronger effect. inhibition, % at 50 µM, or IC50 in µM where a hit was titrated;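 active = inhibition over 29.93%, a cutoff 3 SD above the screen mean, later confirmed by dose response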;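 note: 0% = low Mg2+ inducing control and 100% = high Mg2+ repressing control; strong numbers were not always called active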
# * hit, by the source's call; i = inactive; . = not tested or not shown; & = joins results of further samples.
smiles | XIAP antagonists | M1AAP inhibition | ER stress rescue | West Nile antiviral | Yfh1-depleted yeast | PhoP inhibition | human PMI inhibitors | P. falciparum M17LAP | SIAH1 antagonists
CN(C(=O)CSc1nnc(-c2ccccc2)n1C)C1CCS(=O)(=O)C1 (stereo unspecified) | -1.7% | 0% | -0.2% | 0.3% | i | 16% | -10% | -10% | -4%
CCOC(=O)CCCNC(=O)COC(=O)CCC(=O)c1ccc(F)cc1 | 2.8% | 4% | 0.4% | -0.4% | i | 31% | -1% | 6% | 4%
S=c1cnc2ccccc2[nH]1 | -1.0% | 4% | 1.7% | 0.1% | i | -18% | -113% | 6% | -1%
C=CCOc1c(Br)cc(/C=N/O)cc1OCC | 0.2% | 4% | -1.5% | -0.4% | i | -5% | 3% | -4% | 2%
CCCCCC(=O)Nc1ncc2c(n1)CC(c1cccs1)CC2=O (stereo unspecified) | . | 8% | . | -0.8% | i | -6% | . | -1% | -2%
CCOC(=O)CSc1ncnc2c1nnn2-c1ccc(F)cc1 | -1.2% | 4% | 0.9% | 0.0% | i | -2% | -6% | 0% | 6%
O=C(Nc1ccc(C(F)(F)F)cc1)c1csc(-c2ccncc2)n1 | 1.1% | -4% | 0.9% | -1.0% | i | -7% | 9% | 3% | 5%
CC(C)(O)C1=NOC(c2ccccc2)C1 (stereo unspecified) | -4.1% | 9% | -2.2% | 0.9% | i | 2% | -54% | -8% | 1%
Cn1cnc([N+](=O)[O-])c1Sc1ncn[nH]1 | . | 1% | . | 0.3% | i | 9% | . | 5% | -5%
Cc1ccc(C(=O)NCCc2ccc(S(=O)(=O)N3CCCC3)cc2)cc1 | -8.6% | 0% | -0.5% | -0.3% | i | 3% | 1% | 0% | 19%
CN1C(=O)CSC1=NCC12CC3CC(CC(C3)C1)C2 | -6.0% | 6% | 2.2% | 0.7% | i | -11% | 37% | 10% | 10%
O/N=C/c1ccc(-c2cc(Cl)ccc2Cl)o1 | -3.0% | -1% | -2.2% | -0.3% | i | -3% | -9% | -6% | 2%
c1csc(-c2cn3ccc4ccccc4c3n2)c1 | -3.7% | -3% | 0.7% | 0.9% | i | -8% | -2% | 12% | -3%
Cc1oc(-c2ccc(F)cc2)nc1CN(Cc1ccccn1)CC1CCCO1 (stereo unspecified) | -3.5% | . | 4.2% | -0.3% | i | . | 20% | . | -1%
COc1cccc(NC(=O)N2CCC(C(=O)Nc3ccc(C)cc3C)CC2)c1 | 1.2% | 6% | -1.0% | -1.4% | i | -12% | 1% | -2% | -3%
COc1ccc(S(=O)(=O)N(CC(=O)NCc2cccnc2)c2ccc(F)cc2)cc1OC | -6.4% | 1% | -0.8% | 1.8% | i | 0% | -3% | -6% | 1%
S=c1[nH]c2cc(Cl)ccc2s1 | -5.3% | 3% | -1.3% | 0.1% | i | 15% | -20% | 15µM* | 5%
COC(=O)C1=C(C)Nc2nc3ccccc3n2C1c1cc(OC)c(OC)c(OC)c1 (stereo unspecified) | . | -10% | . | 0.2% | i | -11% | . | 11% | 2%
O=C(COc1ccc(Cl)cc1)NCc1nnc(SCC(=O)N2CCCCC2)o1 | -6.3% | 16% | -1.4% | -0.4% | i | -3% | -1% | 19% | -1%
COc1cccc(S(=O)(=O)NCc2ccc(C(=O)NCc3ccco3)cc2)c1 | -1.8% | 8% | -1.3% | . | i | -3% | -4% | 0% | 2%
CN(C(=O)COc1ccccc1)c1nnc(-c2cccnc2)s1 | -3.9% | 2% | 2.9% | . | . | -4% | 0% | -4% | -3%
S=C(NCc1cccs1)Nc1ccc(Br)cc1Cl | -3.2% | -1% | 0.2% | -1.0% | i | 5% | 3% | -4% | 9%
Cc1ccc(-c2nc3cccnc3o2)cc1NC(=O)COc1ccc(C(C)(C)C)cc1 | -4.7% | 0% | -1.0% | 0.0% | i | 11% | 6% | -5% | 6%
COC(=O)C1=C(C)NC(=O)CC1c1ccccc1F (stereo unspecified) | -4.7% | -1% | -0.1% | -0.3% | i | -3% | -1% | 10% | 3%
O=C(c1ccc(Cl)nc1)N1CCN(S(=O)(=O)c2ccc(Cl)cc2)CC1 | -4.6% | 5% | 0.1% | -0.8% | i | 0% | -7% | 6% | -7%
O=C(O/N=C1/CCCc2occc21)c1ccccc1 | -4.8% | 1% | -1.9% | -0.1% | i | 4% | -5% | 2% | 0%
Cc1ccc(NC(=S)NC2CC3CCCC(C2)N3Cc2ccco2)cc1 (stereo unspecified) | -5.9% | 4% | -0.5% | -0.5% | i | 7% | -4% | 0% | 0%
CC(C)(C)[C@@H]1C=C(C(=O)N2CCN(Cc3ccc4c(c3)OCO4)CC2)O[C@H](OCc2ccc(CO)cc2)C1 | 2.2% | -2% | 1.7% | -0.5% | i | 6% | 18% | -5% | 8%
COc1ccc(-n2ccnc2SCC(=O)NCc2ccc3c(c2)OCO3)cc1 | -6.4% | 22% | 2.6% | -0.1% | i | -4% | -7% | 18% | -7%
Cc1ccc(NC(=O)c2cccc(N3C(=O)CCC3=O)c2)nc1 | -7.1% | 3% | -1.5% | 0.6% | i | -6% | -3% | 3% | -2%

# Some of the entries so far, with values under each structure:
# The line under a structure holds: XIAP antagonists | M1AAP inhibition | ER stress rescue | West Nile antiviral | Yfh1-depleted yeast | PhoP inhibition | human PMI inhibitors | P. falciparum M17LAP | SIAH1 antagonists
CCOC(=O)CCCNC(=O)COC(=O)CCC(=O)c1ccc(F)cc1
  2.8% | 4% | 0.4% | -0.4% | i | 31% | -1% | 6% | 4%
Cc1ccc(-c2nc3cccnc3o2)cc1NC(=O)COc1ccc(C(C)(C)C)cc1
  -4.7% | 0% | -1.0% | 0.0% | i | 11% | 6% | -5% | 6%
O=C(COc1ccc(Cl)cc1)NCc1nnc(SCC(=O)N2CCCCC2)o1
  -6.3% | 16% | -1.4% | -0.4% | i | -3% | -1% | 19% | -1%

# Returning to the listing; the two compounds before the break are reprinted first.
smiles | XIAP antagonists | M1AAP inhibition | ER stress rescue | West Nile antiviral | Yfh1-depleted yeast | PhoP inhibition | human PMI inhibitors | P. falciparum M17LAP | SIAH1 antagonists
COc1ccc(-n2ccnc2SCC(=O)NCc2ccc3c(c2)OCO3)cc1 | -6.4% | 22% | 2.6% | -0.1% | i | -4% | -7% | 18% | -7%
Cc1ccc(NC(=O)c2cccc(N3C(=O)CCC3=O)c2)nc1 | -7.1% | 3% | -1.5% | 0.6% | i | -6% | -3% | 3% | -2%
CC(C)Oc1ccc2c(=O)c(-c3ccccc3)coc2c1 | -6.2%&-3.3% | 16%&-5% | -4.0%&-1.3% | -0.6% | i | -3%&-8%&-6% | 11%&0% | -3%&0% | -6%&12%
COc1ccc(OCCSc2nnc(-c3ccccc3)n2N)cc1 | -4.1% | 6% | 2.3% | -0.2% | i | 2% | 8% | 14% | -3%
O=C(C[n+]1cc(-c2ccc(Cl)cc2)n2c1CCC2)Nc1nc(-c2ccccc2)cs1 | . | 9% | . | 0.3% | i | 85µM* | . | 3% | 11%
O=C(/C=C/c1ccc(F)cc1)c1ccc(N2CCOCC2)cc1 | . | 4% | . | -0.6% | i | 9% | . | 3% | 2%
Cc1nn(C)c(C(=O)Nc2ccn(Cc3c(F)c(F)cc(F)c3F)n2)c1[N+](=O)[O-] | -3.7% | -3% | -2.9% | . | . | 0% | -6% | 4% | 1%
O=C(Nc1ccc(Cl)cc1)c1ccncc1 | -2.7% | 3% | -0.4% | 0.0% | i | 5% | 9% | 2% | -4%
COc1cccc(OC)c1OCc1cc(C2C3CCCC=C3C(C#N)=C(N)C2(C#N)C#N)c(C)cc1C (stereo unspecified) | -1.6% | 10% | 10% | 0.1% | i | -1% | 34% | 38% | -1%
Cc1ccc(C(=O)OCC(=O)Nc2cccc(S(=O)(=O)NC3=NCCCCC3)c2)c(C)c1 | -2.4% | -1% | 4.3% | -0.4% | i | -3% | 1% | -2% | 5%
Cc1ccccc1C(=O)NNC(=O)c1cc(N)cc([N+](=O)[O-])c1 | -4.2% | 3% | -2.9% | 0.6% | i | -3% | -5% | 17% | 4%
COC(=O)c1[nH]c2cc(OC)c(OC)cc2c1NC(=O)CN1CCN(Cc2ccccc2)CC1 | -4.3% | . | -2.3% | . | . | . | 9% | . | 2%
Cc1cccc(CNCc2ccccc2)c1 | -20% | 3% | -3.9% | 0.1% | i | -5% | -1% | -18% | 1%
O=C(Nc1nncs1)C1c2ccccc2Oc2ccccc21 | -7.0% | -1% | -0.5% | -0.7% | i | 5% | -7% | 12% | -3%
O=C1CCCC/C1=C\Nc1ccc(C(=O)O)c(O)c1 | . | 9% | . | 0.1% | i | -5% | . | 7% | 11%
COc1ccccc1CNC(=O)C(NC(=O)c1ccc(C)cc1)C(C)C (stereo unspecified) | -2.4% | 0% | 4.0% | -1.3% | i | 1% | -3% | -1% | 5%
COc1ccccc1N(Cc1ccccc1)S(=O)(=O)c1cccc(C(=O)Nc2ccc(C(C)=O)cc2)c1 | -3.2% | -1% | -4.1% | -0.6% | i | 1% | 3% | -20% | -7%
CS(=O)(=O)NNC(=O)c1sccc1OCc1ncc(C(F)(F)F)cc1Cl | . | -1% | . | -0.1% | i | -7% | . | -9% | 7%
Cc1cc(C)nc(NS(=O)(=O)c2ccc(NC(=O)C3(c4ccccc4)CCCC3)cc2)n1 | -9.8% | 11% | -1.8% | 0.9% | i | -4% | 3% | -1% | 0%
C=CCN(c1ccc(C(=O)OC)cc1)S(=O)(=O)c1ccccc1 | -2.0% | 2% | -0.5% | -0.7% | i | 4% | 3% | -11% | 0%
COc1cccc(NC(=O)c2ccc(CN3CCN(c4ccccc4)CC3)cc2)c1 | -3.1% | 6% | 1.0% | -1.1% | i | 4% | 6% | 1% | -1%
O=C1C(Cc2ccccc2)NC(=S)N1Cc1ccccc1 (stereo unspecified) | -4.7% | -1% | -0.8% | -0.2% | i | -5% | . | 2% | 3%
CCOC(=O)N1CCC(NCCNC(=O)c2ccccc2Cl)CC1 | -5.9% | 0% | -2.9% | 0.3% | i | -9% | 4% | -3% | -1%
CC(C)Oc1ccc(C2C(C(=O)c3ccco3)=C(O)C(=O)N2Cc2cccnc2)cc1 (stereo unspecified) | -6.9% | 9% | -0.1% | -0.1% | i | -1% | 2% | 7% | 2%
Cc1nn(Cc2ccc(C(=O)NC(C)(C)C)o2)c(C)c1Br | -4.2% | 8% | 3.9% | -0.8% | i | -4% | -5% | -5% | -2%
Cc1occc1C(=O)NNC(=O)c1ccccc1F | -7.4% | 6% | . | 0.6% | i | 5% | -2% | -2% | 4%
Brc1ccc2cccnc2c1 | -1.3% | -7% | -4.3% | 0.0% | i | 31% | 1% | -1% | 1%
CCN(CC)c1ccc(/C=N/NC(=O)c2cccc(S(=O)(=O)Nc3ccccc3OC)c2)cc1 | -7.6% | 13% | 3.3% | -0.5% | i | -13% | 8% | 4% | -1%

# Screens (PubChem BioAssay)
